Peg3 prom inh: inhibitors of Peg3 promoter | AID 588405 | inhibition, % at 20 µM | HeLa PEG-Prom luciferase reporter, luminescence, overnight | 360,000 compounds, 1.7% hits;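 active = inhibition of at least 50% at 20 µM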
TROY NFkB inh: inhibitors of TROY-dependent NF-kB signaling; Q293 LMP1-TROYcd NF-kB luciferase reporter, 4 h; inhibition, % at 10 µM; 360,000 compounds, 0.98% hits; AID 1347056;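 active = compounds whose plate-normalised and pattern-corrected inhibition of the luciferase reporter signal at the single screening dose is 50% or more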
TRAIL sens C8: caspase-8 TRAIL sensitization; NB7+C8 cells + TRAIL, ATPlite viability luminescence; inhibition (viability loss, TRAIL sensitization), % at 10 µM; 360,000 compounds, 1% hits;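 active = compounds causing at least 50% loss of cell viability in the single-dose screen, relative to plate controls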
NR2E3 ag-1: human photoreceptor-specific nuclear receptor agonism; AID 602229; CHO-S Gal4-NCOR/VP16-NR2E3 two-hybrid, luciferase; 360,000 compounds, 0.35% hits; inhibition of corepressor binding, % at 3.98 µM; Q9Y5X4;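 active = inhibition above the mean of all tested compounds plus 3 SD, cut at about 70% in these data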;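 note: 0% = DMSO with NR2E3 transfected cells and 100% = cells lacking NR2E3 construct; higher means lower luciferase signal from less NR2E3 corepressor binding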
Target sequence (Q9Y5X4 whole entry, looked up, the tested form may be a part): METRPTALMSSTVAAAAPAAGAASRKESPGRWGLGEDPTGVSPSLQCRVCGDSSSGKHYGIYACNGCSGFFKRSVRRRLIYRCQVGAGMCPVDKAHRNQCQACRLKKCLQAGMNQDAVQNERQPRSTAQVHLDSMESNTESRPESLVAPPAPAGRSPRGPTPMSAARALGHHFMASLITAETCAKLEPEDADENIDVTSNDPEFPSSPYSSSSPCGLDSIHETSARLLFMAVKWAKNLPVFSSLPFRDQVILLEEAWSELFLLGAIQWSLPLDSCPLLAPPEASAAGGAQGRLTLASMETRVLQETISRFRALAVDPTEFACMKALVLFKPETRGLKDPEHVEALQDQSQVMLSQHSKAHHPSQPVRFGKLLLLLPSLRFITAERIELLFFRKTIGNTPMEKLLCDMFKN
TRPM1 prom inh: inhibitors of MITF-driven TRPM1 promoter in melanoma cells; inhibition, % at 12.5 µM; SK-MEL-5 TRPM1 promoter luciferase, 24 h; 330,000 compounds, 0.83% hits;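 active = mean inhibition across replicates of 60% or more, whatever share of single replicates reaches that level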; note: values of inactives mirror those of a sister screen read the other way
NR2E3 ag-2: NR2E3 (human) agonism; Q9Y5X4; GST-NR2E3/biotin-RetCOR TR-FRET, 1536-well; inhibition of corepressor binding, % at 4.78 µM; 320,000 compounds, 0.12% hits; AID 2300;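 active = percent inhibition above the cutoff of mean plus 3 SD of all tested compounds, set per screening campaign, cut at about 20% in these data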;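 note: 0% = DMSO wells and 100% = biotin wells as full block of FRET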
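Test system – NR2E3–RetCOR corepressor complex · Quantity – NR2E3 fusion 1.35 nM · Buffer or medium – Tris pH 7.5 · Incubation – Compound–protein incubation for 5 h at 4 °C · Technique – TR-FRET, Eu(K)-anti-GST donor, streptavidin-D2 acceptor, ex 340, em 617/671 nm · Evaluation – percent inhibition of 671/617 nm emission ratio versus biotin and DMSO controls · Plate – 1536-well format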
Shn3 inh set2: inhibitors of Schnurri-3 3'UTR reporter in osteoblasts. AID 588674. inhibition, % at 12.5 µM. 360,000 compounds, 0.52% hits. Clone20 osteoblast Shn3 3'UTR firefly luciferase, 24 h;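 active = mean inhibition of at least 75% with every replicate also reaching 75%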;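 note: 0% = median of neutral control wells and 100% = pilot-screen positive control compound; some compounds past the cut are filed as inactive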
HIF-2a block: inhibitors of HIF-2a; inhibition, % at 18.8 µM; 360,000 compounds, 0.72% hits; 786-0 RCC cells HIF-2a reporter, luciferase luminescence, overnight;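 active = inhibition of the luminescence signal of 40% or more relative to plate controls, in a single-dose primary screen at 18.75 µM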
KKLEB tox: reduces viability of KKLEB cystic fibrosis airway cells. 360,000 compounds, 0.36% hits. KKLEB CF airway cells viability, ATPlite luminescence, overnight; stronger effect = lower value; cells stimulated with P. aeruginosa culture filtrate. activity change (cytotoxicity), % at 5 µM;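 active = corrected activity change at or below -50% at 5 µM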
TWEAK Fn14 block: inhibitors of TWEAK-Fn14 interaction signaling; TWEAK-stimulated Fn14 reporter cells, luciferase luminescence, 8 h; inhibition, % at 10 µM; 360,000 compounds, 2% hits; AID 1159606; in the data active = inhibition above about 50%
CF NFkB block: cystic fibrosis NF-kB activation inhibition. inhibition, % at 5 µM. KKLEB NF-kB-GFP reporter, PAF-induced, GFP fluorescence overnight. 360,000 compounds, 0.86% hits;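 active = at least 50% inhibition at 5 µM, scaled per plate between neutral and stimulator controls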;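 note: PAF is a Pseudomonas aeruginosa culture filtrate used as stimulus; plate controls were PAF-stimulated DMSO wells for no effect and unstimulated DMSO wells for full effect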
Starred values were filed as active, the others as inactive; · = not tested or not shown. This is a subset (hit frequency here may not be typical).

SMILES | Peg3 prom inh | TROY NFkB inh | TRAIL sens C8 | NR2E3 ag-1 | TRPM1 prom inh | NR2E3 ag-2 | Shn3 inh set2 | HIF-2a block | KKLEB tox | TWEAK Fn14 block | CF NFkB block
CCCC(=O)c1ccc(N2CCN(C(=O)OCC)CC2)c(F)c1 | -27 | -8 | 9 | -6 | -7 | 1 | 4 | -18 | 2 | 0 | 11
CC(C)(C)OC(=O)N1CCC(C(=O)Nc2ccc(C(=O)N3CCCCC3)cc2)CC1 | -10 | -11 | 2 | 0 | -2 | · | 1 | -6 | 4 | 18 | -1
N#Cc1c(-c2ccc(Cl)cc2)c2c([nH]c1=S)CCCC2 | 7 | 21 | -6 | -14 | 4 | 5 | -18 | 11 | 3 | 11 | -11
CCC(C)N(C(=O)c1csnn1)C(C(=O)NC1CCCC1)c1ccccc1F (configuration not stated) | 13 | 0 | 0 | -7 | 7 | 6 | 5 | -4 | -4 | -6 | 10
O=C(CCNC(=O)C1CCN(S(=O)(=O)c2ccccc2)CC1)Nc1ccccc1 | 5 | 1 | -14 | -6 | 1 | 0 | 3 | 6 | -6 | -10 | -16
CCOc1ccc(Cn2nnc(C(=O)NCCc3ccc(Cl)cc3)c2N)cc1 | -5 | -3 | -8 | -17 | 4 | 1 | 17 | 12 | -1 | 4 | -15
CCOC(=O)c1cc(NC(=O)CCC(=O)O)ccc1N1CCCCC1 | -5 | -3 | 5 | -31 | -6 | 1 | -10 | 12 | 11 | 1 | -2
Cn1c(-c2ccccc2)cnc1NCc1ccc(F)cc1 | -32 | -12 | -7 | -41 | -5 | · | -5 | -36 | -5 | -8 | 4
COCCN=c1scc(-c2cc(OC)c(OC)c(OC)c2)n1/N=C/c1c(C)[nH]c2ccccc12 | 53* | 20 | -7 | -21 | 6 | 1 | 8 | 3 | -6 | 54* | -6
CC(=O)c1cc(C(=O)NC2CCCc3c2cnn3-c2cc(C)cc(C)c2)[nH]n1 (configuration not stated) | -79 | -16 | 2 | -13 | -14 | 1 | -6 | -99 | -5 | -23 | -6
CC(=O)Nc1ccccc1-c1ccccc1[N+](=O)[O-] | 8 | 9 | 2 | 3 | -7 | · | -2 | 15 | 6 | 0 | 7
Cc1ccc2c(c1)sc1nncn12 | -3 | -18 | -1 | -13 | · | · | 5 | 1 | 16 | 6 | -2
CCOC(=O)CCCCCC(=O)Nc1ccc2c(c1)C(=O)N([C@@H](C)CO)C[C@@H](C)[C@H](CN(C)C(=O)c1ccncc1)OCCCC[C@H](C)O2 | 11 | -13 | 6 | -32 | · | · | -20 | 11 | 9 | 12 | -24
O=[N+]([O-])c1cc(Br)c(OCc2nnc(-c3ccccc3)o2)c(Br)c1 | -29 | -17 | -2 | -18 | -1 | -1 | 6 | -60 | -4 | -6 | 3
CSc1nc(-c2ccc(Cl)cc2)c(C#N)c(=O)n1C | 9 | 1 | -4 | -38 | -5 | 4 | -32 | 5 | -3 | -12 | -12
CCOc1ccc(C(=O)NCc2ccncc2)cc1 | -11 | 9 | 7 | 21 | -6 | 4 | 8 | -6 | -5 | 9 | 13
CCCCn1c(SCC(=O)Nc2cc(C)on2)nc2c1c(=O)n(C)c(=O)n2C | 11 | 12 | -6 | -7 | 5 | -1 | 29 | 19 | -2 | 3 | 7
CCOC(=O)C1CCN(C(=O)C(CC)c2ccccc2)CC1 (configuration not stated) | 0 | 16 | 0 | -8 | 17 | 2 | 2 | 9 | 8 | -6 | -1
CC1CCCC(C)N1C(=O)CSc1nnc(CSc2ncccn2)n1C (configuration not stated) | 2 | -13 | 10 | 8 | 1 | 1 | 3 | 13 | -4 | -2 | 0
CCOC(=O)C1C(=O)C=C(/C=C/c2ccc(N(C)C)cc2)CC1c1ccccc1 (configuration not stated) | 16 | 19 | 3 | 2 | -8 | 1 | 10 | 16 | -12 | 11 | -31
O=[N+]([O-])c1ccc(COc2ccc(CN3CCCC3)cc2)cc1 | -196 | -39 | 12 | -67 | -106 | · | -30 | -190 | -5 | 12 | -19
COc1cccc(Cn2c(NCC(C)C)nc3c2c(=O)n(C)c(=O)n3C)c1 | 20 | 20 | -8 | -16 | 3 | 4 | -17 | 13 | 9 | 10 | -16
O=C(Nc1ccccc1N1CCN(C(=O)c2ccc(Cl)cc2)CC1)c1cc(Br)ccc1Cl | 8 | -13 | -1 | -52 | 2 | -2 | 6 | 10 | 11 | 14 | 2
N#Cc1c(N)nc(SCC(=O)NCCc2ccccc2)c(C#N)c1-c1cccs1 | 20 | -15 | -2 | -4 | 13 | 17 | 4 | 23 | -10 | -23 | -4
O=C(CCC(=O)Nc1ccc(Br)cc1)N/N=C/c1ccccc1F | 12 | -10 | 13 | -17 | 2 | -3 | 3 | 15 | -2 | 4 | -2
CCCCN(CCCC)C(=O)CSc1nnc(-c2cc(OC)c(OC)c(OC)c2)o1 | 40 | 20 | 23 | -1 | -3 | 1 | 32 | 21 | -14 | 43 | 1
O=C(CNC(=O)c1ccc(Cl)cc1)NCc1ccccn1 | 9 | -18 | -15 | -3 | 5 | -4 | -7 | 7 | 10 | 19 | 0
Cc1ccc(N2C(=O)Nc3ccccc3C2(O)C(=O)N2CCN(c3ccccn3)CC2)cc1C (configuration not stated) | 6 | 15 | 18 | -15 | -14 | -2 | -8 | -20 | 6 | -2 | 14
CSc1nc(C)cc(SCC(=O)Nc2ccccc2)n1 | 5 | 12 | -2 | -1 | 4 | -1 | -39 | -6 | -12 | -18 | 9
COCCNC(=O)Cn1nc(-c2ccccc2)c2ccccc2c1=O | 9 | -46 | 4 | -10 | -5 | -3 | -5 | 10 | 2 | 10 | 6
CSCCC(NC(=O)COc1ccccc1)C(=O)N(C)Cc1cccc(F)c1 (configuration not stated) | 11 | -8 | -1 | -30 | 3 | 4 | 3 | 5 | -3 | 4 | 15
COC(=O)CCC(=O)OC1(C)C(=O)C=C2C=C(c3ccsc3)OC=C2C1=O (configuration not stated) | 4 | -1 | -9 | -4 | 9 | 3 | 10 | 13 | -6 | 7 | -4
COc1cccc2c(O)c(-c3ccccc3)c(=O)[nH]c12 | 9 | 12 | -3 | 6 | · | -2 | -1 | 10 | 10 | 18 | -3
Cn1c(SCC(=O)N/N=C/c2ccncc2)nc2ccccc21 | 2 | -2 | 0 | 15 | -4 | -4 | -68 | 14 | -12 | 15 | 0
N#Cc1ccc(COC(=O)c2cccnc2Cl)cc1 | -3 | 3 | -7 | -4 | -3 | -2 | 0 | -3 | 3 | -10 | 1
O=C(O)c1cccc(NC(=S)NC(NC(=O)c2ccco2)C(Cl)(Cl)Cl)c1 (configuration not stated) | -1 | 0 | 26 | 6 | 3 | 2 | -43 | 7 | -3 | -18 | 5
O=C(NCc1cccs1)C1CC(c2ccccc2O)=NO1 (configuration not stated) | -18 | -10 | 8 | -90 | -1 | -2 | -12 | -47 | -14 | -8 | 12
CCOC(=O)c1c(C)[nH]c(C)c1C(=O)COC(=O)c1ccc(OC)c(OC)c1 | -4 | 19 | -2 | 7 | 11 | 2 | 13 | 3 | -1 | 2 | 8
COc1ccc(Cl)cc1S(=O)(=O)Nc1ccc(Cl)cn1 | 18 | 3 | -8 | 3 | 4 | -1 | 4 | 17 | -8 | 3 | 7
C[n+]1cn(CC(O)COCc2ccccc2)c2ccccc21 (configuration not stated) | 0 | 3 | -50 | 0 | 9 | 2 | -13 | -4 | -2 | -8 | -15

Part of the list above in a different format.
structure	Peg3 prom inh	TROY NFkB inh	TRAIL sens C8	NR2E3 ag-1	TRPM1 prom inh	NR2E3 ag-2	Shn3 inh set2	HIF-2a block	KKLEB tox	TWEAK Fn14 block	CF NFkB block
O=[N+]([O-])c1ccc(COc2ccc(CN3CCCC3)cc2)cc1	-196	-39	12	-67	-106	·	-30	-190	-5	12	-19
COc1cccc(Cn2c(NCC(C)C)nc3c2c(=O)n(C)c(=O)n3C)c1	20	20	-8	-16	3	4	-17	13	9	10	-16
O=C(Nc1ccccc1N1CCN(C(=O)c2ccc(Cl)cc2)CC1)c1cc(Br)ccc1Cl	8	-13	-1	-52	2	-2	6	10	11	14	2
N#Cc1c(N)nc(SCC(=O)NCCc2ccccc2)c(C#N)c1-c1cccs1	20	-15	-2	-4	13	17	4	23	-10	-23	-4
O=C(CCC(=O)Nc1ccc(Br)cc1)N/N=C/c1ccccc1F	12	-10	13	-17	2	-3	3	15	-2	4	-2
CCCCN(CCCC)C(=O)CSc1nnc(-c2cc(OC)c(OC)c(OC)c2)o1	40	20	23	-1	-3	1	32	21	-14	43	1
O=C(CNC(=O)c1ccc(Cl)cc1)NCc1ccccn1	9	-18	-15	-3	5	-4	-7	7	10	19	0
Cc1ccc(N2C(=O)Nc3ccccc3C2(O)C(=O)N2CCN(c3ccccn3)CC2)cc1C (configuration not stated)	6	15	18	-15	-14	-2	-8	-20	6	-2	14
CSc1nc(C)cc(SCC(=O)Nc2ccccc2)n1	5	12	-2	-1	4	-1	-39	-6	-12	-18	9
COCCNC(=O)Cn1nc(-c2ccccc2)c2ccccc2c1=O	9	-46	4	-10	-5	-3	-5	10	2	10	6

Further compounds follow.
SMILES | Peg3 prom inh | TROY NFkB inh | TRAIL sens C8 | NR2E3 ag-1 | TRPM1 prom inh | NR2E3 ag-2 | Shn3 inh set2 | HIF-2a block | KKLEB tox | TWEAK Fn14 block | CF NFkB block
CN(C(=O)COC(=O)c1ccc(Br)c(S(=O)(=O)N2CCOCC2)c1)C1CCCCC1 | 11 | 5 | 2 | -18 | -11 | · | 20 | 14 | -22 | 36 | 17
Cc1nc(=O)c(-c2ccccc2)c(C)n1-c1cccc(/C=C/C(=O)O)c1 | 0 | -16 | 8 | 5 | -4 | -5 | -31 | 13 | 3 | -6 | -3
CCCS(=O)(=O)NC(=O)C1(C)CCN(C(=O)Cc2ccc(F)cc2)C1 (configuration not stated) | 10 | -10 | -9 | -2 | · | · | -8 | 12 | 2 | -14 | -7
NS(=O)(=O)c1cccc(NC(=O)CSc2nnc(-c3ccncc3)n2C2CC2)c1 | 12 | -6 | -10 | 21 | -5 | · | -3 | 0 | 7 | 7 | -33
Cc1cc(=O)[nH]c(NC(=O)Cc2ccccc2)n1 | 6 | -8 | 1 | -11 | 14 | · | 3 | 12 | 15 | 1 | -9
COc1ccc2c(c1)c(CC(=O)Nc1cc(C)ccc1C)c(C)n2C(=O)c1ccc(Cl)cc1 | 8 | 3 | 4 | -28 | 10 | -1 | 84 | -34 | 0 | 2 | -4

High-throughput results: PubChem, several laboratories
